Assay outcomes from PubChem BioAssay.
Wnt bcat act = activators of Wnt/beta-catenin signaling. AID 743398. 300,000 tested, 1.2% active. Wnt/beta-catenin reporter cell assay, activator, plate reader. activation, % at 9.35 µM; in the data active = activation above about 30%, passing the limit was not always enough;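 note: 0% = neutral control wells and 100% = positive control wells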
PvdQ acylase = blocks Pseudomonas aeruginosa PvdQ acylase activity; purified PvdQ acylase, fluorescence plate reader; inhibition, % at 10 µM; 340,000 tested, 0.063% active; AID 488965; in the data active = inhibition above about 30%, passing the limit was not always enough;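 note: 0% = vehicle neutral wells and 100% = reference inhibitor wells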
Rtt109 HAT inh = C. albicans Rtt109 histone acetyltransferase inhibition | Q5AAJ8 | purified Rtt109/Vps75, ThioGlo CoA-SH fluorescence, 4 h | inhibition, % at 34.9 µM | 330,000 tested, 0.16% active;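 active = inhibition of at least 50% in every replicate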
Target sequence (Q5AAJ8 whole entry, looked up): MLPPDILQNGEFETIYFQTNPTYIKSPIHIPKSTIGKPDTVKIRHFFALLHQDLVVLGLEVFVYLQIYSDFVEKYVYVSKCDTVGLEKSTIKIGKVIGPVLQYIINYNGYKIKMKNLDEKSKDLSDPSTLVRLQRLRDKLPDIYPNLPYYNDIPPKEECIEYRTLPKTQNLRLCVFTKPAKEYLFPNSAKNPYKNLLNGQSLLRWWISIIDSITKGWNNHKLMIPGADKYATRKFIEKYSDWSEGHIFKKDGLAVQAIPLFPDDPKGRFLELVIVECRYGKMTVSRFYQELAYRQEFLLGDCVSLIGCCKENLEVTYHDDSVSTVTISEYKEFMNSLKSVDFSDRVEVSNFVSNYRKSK
PfHsp90 yeast 2 = reduces growth (ATP signal) of yeast expressing P. falciparum Hsp90 | S. cerevisiae expressing PfHsp90, BacTiter-Glo ATP, 48 h; yeast lacking PDR1 and PDR3 efflux regulators | inhibition, % at 9.4 µM | 310,000 tested, 0.32% active;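 active = every replicate shows inhibition above about 80%, whatever the replicate mean, limit read from the data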;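 note: 0% = DMSO neutral controls and 100% = 20 µM radicicol positive controls; yeast relying on Plasmodium falciparum Hsp90 in place of its own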
CAL PDZ inh = blocks peptide binding to human CAL PDZ domain; purified CAL PDZ, TMR-peptide fluorescence polarization, 1 h; AID 504414; 330,000 tested, 0.02% active; inhibition, % at 20 µM; Q9HD26;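 active = highest replicate inhibition of at least 40%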;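 note: plate controls were DMSO neutral control wells for no effect and unlabeled competitor peptide control wells for full effect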
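material = purified tagged CAL PDZ domain construct (CerCALP) | buffer or medium = sodium phosphate/NaCl buffer pH 7.4 with TCEP, IgG, Thesit | reagent = TMR-labelled reporter peptide T*-PRC34 bound in PDZ groove | incubation = 1 h room-temperature incubation prior to read | measured by = fluorescence polarization (mP) | evaluation = percent inhibition from loss of millipolarization | control set = unlabelled peptide and DMSO controls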
phage Ecoli inh = E. coli growth loss with phage present. inhibition, % at 11.9 µM. 360,000 tested, 0.26% active. AID 651602. growth absorbance; in the data active = inhibition above about 11%
Tat transport = blocks Tat-dependent protein export in E. coli; E. coli MC4100 TorA-mCherry Tat export, fluorescence; inhibition, % at 10 µM; 340,000 tested, 0.036% active;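 active = mean replicate inhibition at least 50% and at least half of replicates individually reaching 50%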;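 note: exported cargo escapes ClpAP degradation while cytoplasmic cargo is degraded and loses fluorescence; 0% = median of neutral control wells and 100% = median of NaSCN control wells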
Ecoli viability = counter-screen for AddAB inhibitors: E. coli growth inhibition; E. coli V3065 growth, OD600 absorbance, 18 h; inhibition, % at 11.9 µM; 330,000 tested, 0.27% active;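 active = inhibition above the campaign's mean inhibition across all tested compounds plus 3 SD, cut at about 9.9% in these data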;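 note: uninfected addAB+ strain grown without phage in ampicillin broth; 0% = DMSO wells and 100% = ciprofloxacin 0.95 µg/ml wells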
AddAB inh = less growth of phage-infected E. coli with AddAB | E. coli expressing H. pylori AddAB, absorbance growth | inhibition, % at 11.9 µM | 330,000 tested, 0.29% active; in the data active = inhibition above about 12%;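 note: 0% = vehicle wells of infected cells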
DAGLB inh = diacylglycerol lipase beta (human) inhibition | Q8NCG7 | HEK293T DAGLB membrane lysate, EnzChek fluorogenic substrate | inhibition, % at 5.17 µM | 340,000 tested, 0.059% active | AID 504411; in the data active = inhibition above about 34%;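 note: 0% = enzyme with vehicle and 100% = wells lacking enzyme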
Target sequence (Q8NCG7 whole entry, looked up): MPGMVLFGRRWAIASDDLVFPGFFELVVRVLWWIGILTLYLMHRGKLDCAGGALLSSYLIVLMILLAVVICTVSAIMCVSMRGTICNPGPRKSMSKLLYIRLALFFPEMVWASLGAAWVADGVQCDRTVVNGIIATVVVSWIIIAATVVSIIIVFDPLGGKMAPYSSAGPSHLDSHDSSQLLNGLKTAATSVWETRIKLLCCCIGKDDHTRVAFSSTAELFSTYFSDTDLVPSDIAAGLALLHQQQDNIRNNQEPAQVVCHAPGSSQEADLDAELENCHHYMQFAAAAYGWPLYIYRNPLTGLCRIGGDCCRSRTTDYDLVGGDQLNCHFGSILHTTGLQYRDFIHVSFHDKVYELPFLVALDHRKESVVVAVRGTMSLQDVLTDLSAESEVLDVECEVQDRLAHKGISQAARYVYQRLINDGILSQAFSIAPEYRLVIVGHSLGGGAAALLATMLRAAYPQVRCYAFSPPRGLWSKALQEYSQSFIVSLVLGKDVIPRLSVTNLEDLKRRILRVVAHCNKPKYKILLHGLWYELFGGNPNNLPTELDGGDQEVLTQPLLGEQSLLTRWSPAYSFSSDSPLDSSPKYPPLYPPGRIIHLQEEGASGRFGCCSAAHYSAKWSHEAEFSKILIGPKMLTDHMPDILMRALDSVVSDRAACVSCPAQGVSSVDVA
The depositor's hits bear a star; i = inactive; . = not tested or not shown.

SMILES	Wnt bcat act	PvdQ acylase	Rtt109 HAT inh	PfHsp90 yeast 2	CAL PDZ inh	phage Ecoli inh	Tat transport	Ecoli viability	AddAB inh	DAGLB inh
CCOc1ccc(N(C)S(=O)(=O)c2ccc(C)c(C(=O)N3CCN(Cc4ccc5c(c4)OCO5)CC3)c2)cc1	-3	-11	2	.	-0.3	0.4	3	-0.5	0.0	1
Cc1cc(/N=C/C=C2/N(C)c3ccccc3C2(C)C)n(CCC#N)n1	-1	-14	5	0	-0.1	2.1	-8	.	.	2
CN(CC(=O)Nc1ccc(Cl)c(Cl)c1)C(=O)CN1C(=O)NC2(CCCC2)C1=O	-2	-7	0	3	-3.2	-0.1	8	-0.8	-1.0	-1
CCOC(=O)c1c(C)n(C)c2ccc(OC)c([N+](=O)[O-])c12	-10	-15	-1	2	-2.4	1.8	-1	-1.8	0.5	-1
O=C(O)C1CC=CCC1C(=O)NC12CC3CC(CC(C3)C1)C2 (stereo not drawn)	-3	-11	-6	.	0.2	3.2	0	-3.0	-0.4	3
CCOc1ccc(-c2cc(C(=O)O)c3ccccc3n2)cc1	.	-5	-7	.	-2.8	2.4	2	-1.6	1.6	2
COC(=O)c1ccc(NC(=O)CSc2nnc(-c3ccncc3)n2C)cc1	3	3	11	13	0.2	1.3	3	-0.8	1.5	-6
CCCC(NC(=O)c1c(C)noc1C)C12CC3CC(CC(C3)C1)C2 (stereo not drawn)	-4	-6	-7	-6	-0.4	1.2	1	2.5	1.5	-1
CCCc1cc2nnc(SCC(=O)N(C)C3CCCCC3)n2c(N)n1	-3	-2	1	-6	-2.8	-0.4	-3	1.1	3.6	3
Cc1c(CCC(=O)NC2CC2)c(=O)oc2cc(O)ccc12	-2	-46	i	9	0.4	2.8	-1	0.8	4.0	-2
COc1ccc(NC(=O)C2CCN(C(=O)Nc3ccc(C)cc3)CC2)cc1OC	0	-6	-17	6	-1.5	-0.8	-4	-2.9	-0.4	-2
CC(C(=O)NC1C=CS(=O)(=O)C1)N1C(=O)/C(=C/c2ccc(Cl)cc2)SC1=S (stereo not drawn)	1	-2	139*	-79	-2.2	1.4	4	-0.9	-0.9	7
Cc1cc(C)nc(-n2ncc3c2CC(c2ccc(C(C)C)cc2)CC3=O)n1 (stereo not drawn)	0	-3	15	2	-5.3	2.1	-8	-1.3	1.2	-1
COc1ccc(-n2ccnc2SCC(=O)NC2CCCC2)cc1	2	1	-5	15	-2.4	-0.1	8	-1.1	0.8	-1
COc1cc2c(cc1NC(=O)COC(=O)[C@@H](NS(=O)(=O)c1ccccc1)C(C)C)oc1ccccc12	.	-13	15	-20	-1.0	2.6	-1	0.3	-0.6	-4
O=C(Oc1ccc2ccccc2c1Cl)N1CCCCCC1	21	7	1	-6	-0.4	4.1	11	0.1	0.7	-9
COC(=O)CCCC(=O)N1CCCC(N(C)CCc2ccccc2)C1 (stereo not drawn)	0	4	1	.	-0.3	0.7	-2	0.0	1.5	-1
COc1ccc(N(CC(=O)NC2CCCCC2)S(=O)(=O)c2c(C)[nH]c(=O)[nH]c2=O)cc1	-3	-13	-6	-4	-0.1	-1.1	-12	-0.7	1.9	2
O=C(CCNS(=O)(=O)c1ccccc1C(F)(F)F)N1CCN(S(=O)(=O)c2cccc(Cl)c2)CC1	-3	-4	8	6	-2.4	1.8	0	0.4	2.6	1
Cc1cccc(NC(=S)N2CCN(c3ccc(F)cc3)CC2)c1	0	0	.	22	-4.7	-0.6	2	-1.5	3.7	-3
CCc1ccc(OCC(=O)NNC(=O)c2ccc(-n3cncn3)c([N+](=O)[O-])c2)cc1	3	0	7	4	-1.6	2.6	-4	.	.	3
O=C(COC(=O)c1oc2ccccc2c1CSc1ccc(Cl)cc1)NC1CCCC1	-4	-13	-8	-21	-0.1	0.5	1	0.2	-0.9	-13
Cc1cccc(NC(=O)/C=C/c2cccs2)n1	.	-3	5	-6	-0.3	2.3	4	-2.2	-0.3	2
CN(C)CCN(C(=O)CN1C(=O)c2ccccc2C1=O)c1nc2cc3c(cc2s1)OCCO3	19	-16	10	.	-0.8	1.0	2	-2.8	-0.4	1
O=C(NCc1ccncc1)Nc1ccc2c(c1)OCO2	-1	5	21	-12	-3.8	2.7	-8	-2.5	2.7	-1
CC1CCN(CCOCCSc2ccc(Cl)cc2)CC1	-4	6	.	-3	-2.5	4.8	-1	-1.0	2.6	4
NS(=O)(=O)c1ccc(CCNC(=O)CNC(=O)c2ccccc2F)cc1	-4	-14	-4	-14	-1.9	-0.8	7	3.0	0.5	2
CCCCN(C)C(=O)c1oc2ccc(S(=O)(=O)N3CCCCCC3)cc2c1C	-13	-13	-2	-17	-0.8	-0.5	15	1.1	2.0	-9
Cc1ccc(CNC(=O)CSc2nc3ccccc3c(=O)n2CC2CCCO2)cc1 (stereo not drawn)	-2	17	4	.	-0.4	2.4	0	0.0	-1.5	-6
CC1=Nc2cc(Cl)ccc2Oc2ccccc21	-23	-13	1	11	0.7	5.1	2	2.9	4.1	-1
CC(C)OC(=O)C1C(=O)CC(C)(O)C(C(=O)OC(C)C)C1c1ccccc1 (stereo not drawn)	-8	-17	2	15	0.6	3.7	-5	-1.6	0.5	-4
CCOC(=O)C1CCCN(c2ccc(NC(=O)c3snc4c(=O)[nH]c(C)nc34)cc2)C1 (stereo not drawn)	-1	-3	-5	-10	-0.3	1.2	0	-2.9	-2.4	4
CCc1nc2ccccc2n(CC)c1=O	.	-12	6	2	-0.8	1.3	-6	0.7	1.9	0
C#CCOCCOCCOCCNc1nc(N2CCN(C(=O)CCCCCCCCCCNC(=O)[C@@H](CCSC)n3cc(CCO)nn3)CC2)nc(N2CCN(C(=O)CCCCCCCCCCNC(=O)[C@@H]([C@H](C)O)n3cc(C)nn3)CC2)n1	-2	-6	2	-16	-0.8	0.6	9	-1.0	2.8	-4
COc1cc(NC(=O)CN2C(=O)NC(c3ccccc3)(c3ccccc3)C2=O)cc(OC)c1	-3	-20	4	-5	-2.6	0.5	-3	2.8	4.0	-1
Cc1cc(Cl)ccc1OCCCC(=O)NO	.	-57	-6	-8	0.4	3.4	2	1.3	3.3	1
Cc1ccc(S(=O)(=O)N2CCN(CC(=O)N/N=C\c3ccccn3)CC2)cc1	-1	-9	-4	-2	0.1	0.8	-5	-0.6	-0.6	0
COc1cc(CCC(=O)Nc2c(C(=O)N3CCN(c4ccccc4OC)CC3)oc3ccccc23)on1	-5	2	6	-12	-0.7	1.2	12	-3.5	0.2	-2
O=C(Oc1ccc(Br)cc1C(=S)N1CCCCC1)c1cc([N+](=O)[O-])cc([N+](=O)[O-])c1	.	-5	0	-6	0.0	.	-1	4.2	0.5	-2
C/C(=N/NC(=O)c1cc(O)c(O)c(O)c1)c1ccc([N+](=O)[O-])cc1	-4	-16	3	-1	-1.8	5.5	3	.	.	7
CCOc1ccc(C2C(C(=O)Nc3cc(C)on3)c3ccccc3C(=O)N2CCN2CCOCC2)cc1 (stereo not drawn)	-1	9	4	.	-0.1	2.1	-1	3.1	2.0	0
O=C(NNC(=O)c1ccccc1O)c1cccc(Br)c1	0	8	3	4	-1.1	-2.6	5	-2.1	0.6	5
O=C1C2C(C(=O)N1/N=C/c1ccc(N3CCCCC3)o1)C1C=CC2C12CC2 (stereo not drawn)	0	1	8	7	0.1	2.9	-1	2.5	1.1	-1
CCC(Sc1ccc2nnc(-c3cccnc3)n2n1)C(=O)OC (stereo not drawn)	0	14	-1	.	-0.6	2.0	-1	-0.5	1.4	0
O=C(CCn1c(=O)[nH]c2ccsc2c1=O)Nc1ccc(F)c(F)c1	-3	3	-5	-51	-3.9	4.3	-2	1.1	0.6	0
COc1ccc(OC)c(NC(=O)C2CC(=O)N(c3ccccc3)C2)c1 (stereo not drawn)	.	5	6	12	.	2.7	12	-0.1	2.6	2
Cc1cc(NC(=O)COC(=O)c2c(C)nn(-c3ccccc3)c2C)no1	1	-13	-20	-11	-1.6	1.9	2	-1.4	0.5	-7
Cc1ccc(CNC(=O)C23CN(Cc4ccccc4)CC2C(c2cccc([N+](=O)[O-])c2)=NO3)cc1 (stereo not drawn)	-1	-1	0	-4	-1.2	2.6	-5	-1.4	1.3	-5
CNS(=O)(=O)c1cccc(C(=O)OCC(=O)N(CCC#N)c2ccccc2)c1	-3	-7	12	1	-0.7	4.9	1	-3.0	-0.1	0
COc1ccccc1NC(=O)c1c(Nc2ccccc2C)sc(C(=O)Nc2cccc(Cl)c2)c1N	-6	9	2	-23	0.0	2.4	11	3.2	3.4	-33
CCSc1nnc(NC(=O)C2CC=CCC2C(=O)O)s1 (stereo not drawn)	.	-15	19	-2	-0.4	-1.9	-7	2.9	2.0	0
CCN(CC)S(=O)(=O)c1ccc(S(=O)(=O)N2CCCC2C(=O)O)cc1 (stereo not drawn)	-1	4	3	.	-1.5	1.0	0	2.7	0.8	1
NC(=O)CC[C@H](NC(=O)c1ccc(F)cc1)C(=O)OCC(=O)Nc1c(F)c(F)c(F)c(F)c1F	-1	-11	-4	-54	-1.0	3.9	-7	1.2	-0.3	-1
COc1ccc(-c2nn(C)c(=O)c3ccccc23)cc1CNC(=O)c1ccco1	.	-10	-5	1	-3.1	2.1	0	-0.4	3.9	2
COCCn1c(Cc2ccccc2)nnc1SCC(=O)Nc1oc(C)c2c(C)n[nH]c(=O)c12	3	-6	-1	1	-2.1	-0.1	16	-0.6	-1.7	5
O=C1NC(=O)C2(Br)Nc3ccc(Br)cc3C(=O)C2N1 (stereo not drawn)	-4	8	-3	1	-0.2	4.1	-11	.	.	2
COc1cc(C(=O)Nc2cc(S(=O)(=O)N3CCOCC3)ccc2N2CCN(C)CC2)cc(OC)c1OC	-5	4	6	6	-0.4	5.8	-6	.	.	-4
COc1cc2c(C(=O)Nc3ccccc3F)cn(C)c(=O)c2cc1OC	2	-18	-9	25	-0.2	1.2	0	-0.7	0.9	-5
CN=C(Nc1cccnc1)c1cccc(C(F)(F)F)c1	-2	-17	-13	-16	1.2	1.7	4	2.0	2.2	-2
Cc1[nH]c2ccccc2c1C(=O)COC(=O)C(C)C	.	3	-2	-17	.	4.7	9	2.5	-0.6	-1
CCOC(=O)Cc1csc(NC(=O)c2ccc3ncsc3c2)n1	22	7	6	-2	-0.7	-0.4	5	0.6	2.3	-6
COc1ccc(C(C(=O)NC(C)(C)C)N(C(=O)CCC(=O)Nc2cc(C)on2)c2cc(C)cc(C)c2)cc1 (stereo not drawn)	-1	-7	-3	-13	-1.3	1.0	16	-1.8	0.4	1

3 entries drawn at random from those above, as already listed:
SMILES	Wnt bcat act	PvdQ acylase	Rtt109 HAT inh	PfHsp90 yeast 2	CAL PDZ inh	phage Ecoli inh	Tat transport	Ecoli viability	AddAB inh	DAGLB inh
CN=C(Nc1cccnc1)c1cccc(C(F)(F)F)c1	-2	-17	-13	-16	1.2	1.7	4	2.0	2.2	-2
Cc1[nH]c2ccccc2c1C(=O)COC(=O)C(C)C	.	3	-2	-17	.	4.7	9	2.5	-0.6	-1
CCOC(=O)Cc1csc(NC(=O)c2ccc3ncsc3c2)n1	22	7	6	-2	-0.7	-0.4	5	0.6	2.3	-6
